TRPML3 ag – human TRPML3 channel agonists, primary screen, cell-based, HEK293 TRPML3-YFP, Fluo-8 calcium fluorescence, 3 µM | actives 0.29% (n = 220,000) | AID 1448, 2008 | 100% = the carbachol control signal | activation, % at 3 µM;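 active = activation above its plate's cutoff, the mean activation of the plate's test wells plus 3 SD, cut at about 12% in these data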;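 also: 0% = DMSO only wells and 100% = carbachol wells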
Target sequence (Q8TDD5 whole entry, looked up): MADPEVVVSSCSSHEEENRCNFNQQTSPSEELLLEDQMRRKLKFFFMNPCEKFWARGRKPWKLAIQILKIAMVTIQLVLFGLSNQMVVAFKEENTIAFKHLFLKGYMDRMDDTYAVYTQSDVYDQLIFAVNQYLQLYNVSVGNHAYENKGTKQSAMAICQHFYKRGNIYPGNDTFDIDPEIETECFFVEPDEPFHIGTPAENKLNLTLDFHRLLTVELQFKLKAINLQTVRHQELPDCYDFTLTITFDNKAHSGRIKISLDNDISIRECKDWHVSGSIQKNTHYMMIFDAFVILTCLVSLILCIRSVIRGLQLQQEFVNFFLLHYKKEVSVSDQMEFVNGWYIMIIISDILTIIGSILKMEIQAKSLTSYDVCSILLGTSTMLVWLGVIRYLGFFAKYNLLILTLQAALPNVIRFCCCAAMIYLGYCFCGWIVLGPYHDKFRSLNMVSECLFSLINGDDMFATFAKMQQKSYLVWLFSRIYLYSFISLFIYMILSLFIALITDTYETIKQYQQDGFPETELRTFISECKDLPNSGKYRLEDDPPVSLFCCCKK
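Test system: HEK293 cells stably carrying human TRPML3-YFP; Doses: single dose, 3 µM final nominal compound, 0.3% DMSO final; Schedule: dye loading 1 h 37 °C then 30 min ambient, 125 s read; Technique: Fluo-8 calcium fluorescence; Benchmarks: high control carbachol 87 µM, low control DMSO.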
EP2 modulator – EP2 receptor modulators, cAMP readout, primary screen, cell-based, HTRF cAMP, PGE2 stimulation. actives 0.83% (n = 260,000). induction, % at 25 µM. AID 940, 2007. EP2-expressing cells, cAMP HTRF FRET, PGE2 co-stimulation. Prostaglandin E2 receptor EP2 subtype (Homo sapiens), P43116;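 active = compounds whose cAMP rise, as percent of the full-agonist control response, exceeds 60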;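 also: rat C6 glioma line stably carrying human EP2 under a CMV promoter; the protocol text gives 20 µM as final concentration; 100% = response of wells given 1 µM PGE2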
NPY Y1 blocker – NPY-Y1 receptor antagonists, primary screen, cell-based. HEK293-CNG Y1 cells, membrane potential fluorescence; NPY at EC95, then isoproterenol. Neuropeptide Y receptor type 1 (Homo sapiens), P25929. actives 1% (n = 200,000). inhibition, % at 3.6 µM;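 active = inhibition above the campaign mean inhibition of all tested compounds plus 3 SD, cut at about 20% in these data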;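 also: 0% = DMSO wells given NPY plus isoproterenol and 100% = isoproterenol alone without NPY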
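Test system – HEK293 Y1/CNG channel cell line · Also added – NPY agonist 25 nM, then isoproterenol 1 µM plus Ro 20-1724 25 µM · Compound dosing – one concentration, 3.6 µM, in 0.4% DMSO · Schedule – compound incubation 1 h at room temperature, readout 45 min post-stimulation · Technique – fluorescence, membrane potential probe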
zfTRPN1 agonist – zebrafish TRPN1 channel agonists, primary screen, cell-based, HEK293, calcium fluorescence. HEK293 zebrafish TRPN1-YFP, Fluo-8 calcium fluorescence; 100% = response to 87 µM carbachol. activation, % at 3 µM. actives 0.18% (n = 220,000);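 active = activation above its plate's cutoff, the mean activation of test wells on that plate plus 3 SD, cut at about 19% in these data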;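 also: 0% = DMSO alone and 100% = 87 µM carbachol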
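Material: zebrafish TRPN1-YFP in HEK293 cells. Doses: one dose of 3 µM, 0.3% DMSO. Incubation: dye 1 h 37 °C plus 30 min RT. Measured by: intracellular calcium fluorescence with Fluo-8.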
S1P4 antag – S1P4 receptor antagonists, primary screen, cell-based; Sphingosine 1-phosphate receptor 4 (Homo sapiens), O95977; S1P4-expressing cells, antagonist mode, reporter read-out; inhibition, % at 4.98 µM; actives 0.26% (n = 220,000); in the data active = inhibition above about 29%;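 also: 0% = wells stimulated with agonist and 100% = vehicle wells without agonist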
S1P4 ag – S1P4 receptor agonists, primary screen, cell-based; activation, % at 4.98 µM; actives 0.35% (n = 220,000); Sphingosine 1-phosphate receptor 4 (Homo sapiens), O95977; S1P4-expressing cell line, agonist reporter assay; in the data active = activation above about 11%;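 also: 0% = DMSO vehicle and 100% = reference agonist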
NPY2 pot ag – NPY-Y2 potentiators or agonists, primary screen, cell-based; activation, % at 3.6 µM; cells expressing NPY-Y2, potentiator/agonist read-out; AID 1359, 2008; actives 0.45% (n = 220,000); Neuropeptide Y receptor type 2 (Homo sapiens), P49146; in the data active = activation above about 27%;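 also: cells stimulated with NPY near EC25 plus isoproterenol at EC100; 0% = vehicle plus submaximal agonist and 100% = vehicle plus saturating agonist; some results beyond the cut were filed as inactive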
Target sequence (P49146 whole entry, looked up): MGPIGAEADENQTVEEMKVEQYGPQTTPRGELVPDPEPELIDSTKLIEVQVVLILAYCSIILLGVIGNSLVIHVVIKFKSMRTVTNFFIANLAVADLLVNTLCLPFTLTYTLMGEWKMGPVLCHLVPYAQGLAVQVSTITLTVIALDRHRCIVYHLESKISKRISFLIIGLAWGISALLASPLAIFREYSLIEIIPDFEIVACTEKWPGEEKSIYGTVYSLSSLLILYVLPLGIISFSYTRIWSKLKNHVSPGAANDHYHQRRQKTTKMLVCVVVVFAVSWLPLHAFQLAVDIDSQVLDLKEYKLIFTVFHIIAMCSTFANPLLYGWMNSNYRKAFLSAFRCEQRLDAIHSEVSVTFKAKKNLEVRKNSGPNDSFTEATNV
NPY1 pot ag – NPY-Y1 receptor potentiators or agonists, primary screen, cell-based | activation, % at 3.6 µM | actives 0.37% (n = 220,000) | NPY-Y1 expressing cells, potentiator/agonist activation | AID 1304, 2008; in the data active = activation above about 33%, passing the limit was not always enough;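 also: cells stimulated with NPY at EC10 then isoproterenol at EC100; 0% = low agonist plus stimulus and 100% = saturating agonist plus stimulus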
CHOP inhibitor – inhibitors of CHOP promoter induction, primary screen, cell-based, unfolded protein response, luciferase reporter. CHO-K1 CHOP-promoter luciferase, tunicamycin-induced, 15-18 h. inhibition, % at 10 µM. actives 3.8% (n = 220,000);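 active = compounds that reduced the stress-induced luciferase reporter signal by more than about 70% of percent inhibition, limit read from the data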;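 also: 0% = tunicamycin plus vehicle and 100% = wells without tunicamycin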
Starred values were filed as active, the others as inactive; . = not tested or not shown; & = joins results of further samples.

SMILES	TRPML3 ag	EP2 modulator	NPY Y1 blocker	zfTRPN1 agonist	S1P4 antag	S1P4 ag	NPY2 pot ag	NPY1 pot ag	CHOP inhibitor
COc1ccccc1C(=O)Nc1ccc(C(=O)O)cc1	1.4	14	-3	0.7	-9	-1.1	16	-1	12
CCSC1=C(C#N)C(c2ccccc2Cl)C(C(=O)c2cccs2)C(O)(C(F)(F)F)N1 (stereo not drawn)	-1.4	1	-8	-1.0	-13	0.7	-12	9	-1
CCOC(=O)C(=O)Nc1ccccc1C(N)=O	0.1	28	6	0.7	-2	0.0	8	-3	20
CCC1(C)Cc2c(sc3c2c(=O)n(-c2ccccc2)c(=O)n3C)CO1 (stereo not drawn)	-0.3	11	7	-0.2	-5	1.3	-5	2	2
O=C(COC(=O)CCCc1nc2ccccc2s1)NC(=O)NCc1ccco1	-0.7	-9	3	-0.2	-8	0.0	-2	6	22
O=C(c1cccs1)N1CCN=C1SCc1ccc(Cl)cc1	0.3	0	1	0.6	0	-1.4	-3	-12	22
CCOC(=O)/C(C#N)=C/C1=C(N2CCOCC2)CC(C)(C)OC1	1.2	-23	.	0.6	-6	-0.5	-14	-3	0
CCn1nc(C)c(CNC(=O)CC2C(=O)NCCN2Cc2ccc(C)o2)c1C (stereo not drawn)	0.3	20	4	0.4	-8	-0.1	8	1	-7
Brc1ccc(/C=N/Nc2ncnc3c2cnn3Cc2ccccc2)cc1	-0.4	-5	1	-0.1	-10	-1.2	11	-20	29
CC1CN(S(=O)(=O)c2cccs2)CC(C)O1 (stereo not drawn)	0.0	15	0	0.6	-18	-0.4	-13	-3	-4
COc1ccc(-c2nn(-c3ccccc3)cc2C(=O)Nc2nccs2)cc1OC	0.5	-18	12	-0.1	-7	-1.0	-6	-21	-10
O=C(NCCc1cn2ccccc2n1)C1CCCCC1	1.3	3	0	1.1	3	0.2	-13	-23	39
CCn1c(=N)n(CCOc2ccc(OC)cc2)c2ccccc21	0.3	6	8	0.0	1	-2.0	10	-18	49
c1ccc(-n2c(SCc3nc(-c4cccs4)no3)nnc2-c2ccco2)cc1	0.1	18	2	-0.8	-3	4.0	3	-4	58
Cc1c(S(=O)(=O)c2ccccn2)c(N)n(Cc2ccccc2)c1C	1.8	10	.	2.0	12	-2.0	-1	8	-22
CCCCSC1(SCCCC)N=C(N)C2(C#N)C(c3ccccc3)NC(C)=CC12C#N (stereo not drawn)	0.7	-6	-2	-0.7	-14	1.1	5	14	59
O=C(C1CCC1)N1CCc2cc(S(=O)(=O)Nc3ccc4c(c3)OCCO4)ccc21	0.4	-30	-3	3.5	-15	-0.6	-2	-1	55
O=C(N/N=C/c1ccccc1C(=O)O)c1ccc(COc2cccc3cccnc23)cc1	0.2	-28	-5	1.0	8	-0.2	6	19	-19
COc1ccc(-n2c(N)c(C(=O)NCc3ccco3)sc2=S)cc1	-0.4	-24	0	-1.2	-9	-1.2	-21	14	20
COc1cc(OC)cc(-c2cc(N3C(=O)Nc4ccccc4N3O)n[nH]2)c1	0.1	16	-2	-1.1	-22	-1.8	6	28	50
CCc1nc(SCC(=O)c2cc(C)ccc2C)n[nH]1	-1.1	27	7	-1.4	-7	0.6	8	-14	-1
COC(=O)c1cc(C(=O)OC)n(Cc2ccc(C)cc2)c1C	-0.9	39	3	-2.2	-6	0.3	-19	-28	27
Cc1nc2cc(-c3ccccc3)ccc2o1	0.8	-10	6	0.2	-12	0.7	11	9	-10
CCOC(=O)C1CCCN(C(=S)NC2CCCCC2)C1 (stereo not drawn)	0.8	-23	6	-0.4	-17	0.0	14	14	-29
O=C(CCc1ccccc1)Nc1ncc([N+](=O)[O-])s1	8.0	-33	-4	9.3	-21	2.2	18	11	-9
Cc1ccc(NC(=S)N2CCN(c3nccc(C(F)(F)F)n3)CC2)c(C)c1	0.7	-9	.	1.2	0	1.2	-8	-19	6
CC(C)CC(NC(=O)CC12CC3CC(CC(C3)C1)C2)C(=O)NC1=NCCS1 (stereo not drawn)	0.1	19	1	0.0	-19	-0.7	-27	-1	33
CC(=O)Nc1ccc(NS(=O)(=O)c2ccc(C)cc2)c([N+](=O)[O-])c1	1.1	36	5	0.0	-8	0.1	5	10	20
COc1ccccc1C1=Nn2c(COc3ccccc3)nnc2SC1	-0.2	0	4	-1.1	-9	-0.5	-1	-22	33
O=C(CO/N=C/c1ccccc1Cl)N1CCCc2ccccc21	-0.9	-9	7	-2.3	-11	0.6	2	-1	37
Cc1ccc(NC(=O)C(=O)NCc2ccc(/C=C(/C#N)C(=O)NCc3cccnc3)o2)cc1	0.7	5	-10	1.2	-20	-0.1	-6	4	35
COC(=O)c1c(C)oc2ccc(N(C(=O)c3ccncc3)S(=O)(=O)c3ccc4ccccc4c3)cc12	0.4	8	3	0.1	-7	1.3	-31	-18	53
COc1ccc(C(NC(=O)c2ccco2)c2ccc(OC)c(OC)c2)cc1 (stereo not drawn)	0.0	9	6	0.5	21	0.9	1	-5	3
c1ccc2c(N3CCCCC3)ncnc2c1	1.0	-7&13	-2	-2.1	-14	-0.2	-2	-11	18
Oc1ccc(N=Nc2ccc3c(c2)OCCO3)c(O)c1	-0.3	17	.	-0.2	-3	2.1	-6	3	45
CCOC(=O)C1CCN(C(c2cc(OC)c(OC)c(OC)c2)c2sc3nc(C)nn3c2O)CC1 (stereo not drawn)	-0.6	-21	1	-0.1	3	-1.1	-7	6	60
CCOC(=O)C(CC)(CC)C(=O)/C=C/c1ccc(Br)cc1	0.4	-2	14	0.8	-12	-2.0	0	-1	49
COC(=O)Cc1ccc(NC(=S)N2CCN(c3ccc(F)cc3)CC2)cc1	1.6	2	-4	2.4	-22	1.2	2	21	72*
Cc1ccc(S(=O)(=O)Nc2ccc3nc(-c4cccn4C)[nH]c3c2)cc1	0.0	-51	3	-0.3	-12	-2.0	-15	-43	34
CC(C)n1nc(C(=O)OCC(=O)c2c[nH]c3ccccc23)c2ccccc2c1=O	-0.1	12	-3	0.1	-4	-0.1	7	-22	81*
CC1(C)NC(=O)N(CC(O)COC2CCCCC2)C1=O (stereo not drawn)	0.6	5	-2	2.4	2	-0.8	-10	-7	5
c1cnc2c(c1)ncc1cscc12	0.7	-19	2	-1.4	-24	0.5	2	-8	0
CCOC(=O)N1C/C(=C\c2ccccc2)C(=O)/C(=C/c2ccccc2)C1	0.3	-22	.	0.3	43*	-1.4	-22	5	55
Cc1ccc(S(=O)(=O)N/N=C/C(C)(C)CO)cc1	-1.0	24	4	0.3	-19	-0.9	-5	4	-5
CN(C/C(O)=C(\C#N)c1ccccc1)C1CCCCC1	0.6	20	-2	0.1	-4	-1.0	-1	-7	-3
CC(C)(O)CNC(=O)Nc1ccc(Cl)c(Cl)c1	1.6	-70	.	1.8	-6	0.7	-5	6	13
Cc1ccccc1-c1cc(C(=O)n2cccn2)c2cc(Cl)ccc2n1	-0.3	8	3	-1.0	-27	1.0	-8	0	37
COC(=O)CCC(=O)NN1C(=O)c2ccccc2C1=O	0.1	-17	-1	-1.7	-16	-2.5	-4	-4	2

The list goes on; the last five above are carried over.
SMILES	TRPML3 ag	EP2 modulator	NPY Y1 blocker	zfTRPN1 agonist	S1P4 antag	S1P4 ag	NPY2 pot ag	NPY1 pot ag	CHOP inhibitor
Cc1ccc(S(=O)(=O)N/N=C/C(C)(C)CO)cc1	-1.0	24	4	0.3	-19	-0.9	-5	4	-5
CN(C/C(O)=C(\C#N)c1ccccc1)C1CCCCC1	0.6	20	-2	0.1	-4	-1.0	-1	-7	-3
CC(C)(O)CNC(=O)Nc1ccc(Cl)c(Cl)c1	1.6	-70	.	1.8	-6	0.7	-5	6	13
Cc1ccccc1-c1cc(C(=O)n2cccn2)c2cc(Cl)ccc2n1	-0.3	8	3	-1.0	-27	1.0	-8	0	37
COC(=O)CCC(=O)NN1C(=O)c2ccccc2C1=O	0.1	-17	-1	-1.7	-16	-2.5	-4	-4	2
O=C(O)c1cscn1	0.6	10	-1	0.4	-23	1.3	3	0	6
COc1ccnc(Oc2ccc(C)cc2)c1C#N	0.2	26	-3	0.0	1	-0.1	-8	-16	8
O=C(CSc1nnnn1-c1ccc2c(c1)OCCO2)Nc1nc2c(s1)CCCC2	0.5	-47&-97	1	1.1	6	-0.3	8	-8	87*
O=C(COc1ccccc1)NCCn1ccc2ccccc21	0.2	-73	1	-0.2	-8	0.8	-4	-2	-4
Cn1c(=O)c2c(nc(SCCN3CCOCC3)n2Cc2ccccc2)n(C)c1=O	-0.3	24	3	1.1	-9	-3.0	-12	-14	7
O=C(NC(=O)N1CCCCC1)c1ccccc1	1.0	18	-5	0.5	-14	1.8	1	-6	7
O=C(Nc1nc(-c2cccs2)cs1)c1ccc(Cl)cc1	0.4	8	9	0.7	-11	2.3	1	39	23
Cc1cc(=O)c2ccc3ccccc3c2[nH]1	1.3	-29&41	1	-0.5	-3	1.2	-3	-27	15
C=CCn1c(SCC(=O)Nc2cc(C)c(Cl)cc2OC)nnc1-c1ccco1	-2.3	4	4	-3.2	-9	8.2	3	-19	9
O=C(NCc1ccc(F)cc1)c1cc2ccccn2n1	-0.1	0	12	0.6	-17	0.5	1	6	35
CCN(CC)S(=O)(=O)c1ccc(C(=O)NNC(=O)C2CCN(S(=O)(=O)c3ccc(Cl)cc3)CC2)cc1	-0.1	17	3	-0.6	17	4.6	1	-16	60
Cc1nnc2ccc(-c3cccc(NC(=O)Cc4cccs4)c3)nn12	0.0	-27	1	0.6	3	-0.6	-19	-8	-7
CC1N(O)C(C)(C)C(c2ccccc2)=[N+]1[O-] (stereo not drawn)	1.0	29	4	1.9	-8	2.8	13	-25	-9
CCOC(=O)c1cnn(-c2ccc([N+](=O)[O-])cc2)c1N	1.0	-4	.	1.5	6	1.2	-16	-23	13
N=C1CCCN1CC(=O)c1ccc(Br)cc1	0.0	-10	-4	1.0	-10	0.5	0	0	1
CCN(CC)S(=O)(=O)c1cccc(-c2nnc(SCCCC(=O)c3ccc(F)cc3)o2)c1	0.2	40	8	0.9	-7	0.5	-3	-17	47
COc1cccc(CC2(CO)CCCN(Cc3cc(F)ccc3-n3cccn3)C2)c1 (stereo not drawn)	0.6	35	19	-1.3	0	-0.6	-2	-5	-3

Assay outcomes deposited in PubChem BioAssay by several laboratories.
